S100A4 inh HTS – inhibitors of S100A4-myosin IIA peptide binding, primary screen, biochemical, fluorescence polarization, TAMRA-MyoIIA peptide; inhibition, % at 10.7 µM; 0.14% of 360,000 active; AID 652163, 2013;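 active means mean inhibition of at least 70% across replicates, with every replicate also reaching that level; inconclusive means mean inhibition reaches 70% but some replicates fall short; inactive means mean inhibition below 70%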
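Material: S100A4 monomer protein | Medium: HEPES pH 7.2 with CaCl2, KCl, NaCl, DTT, Triton | Reagent: Labelled myosin peptide probe, 5 nM | Doses: One dose per compound | Times: 5 min incubation before reading | Benchmarks: Neutral control DMSO, positive control TFP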
RAD54 inh – inhibitors of human RAD54 branch migration, primary screen, biochemical, fluorescence, single point; RAD54 Holliday junction branch migration, FAM/BHQ fluorescence; inhibition, % at 10.4 µM; 0.14% of 360,000 active;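 active means mean normalized replicate activity at least 40 and at least half of replicates scoring 40 or more; inconclusive means only one of the two criteria met; inactive means mean below 40 and under half of replicates reaching 40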;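 further: 0% = median of neutral control wells and 100% = median of positive control wells; inhibitors cause a drop in the FAM fluorescence signal; in these data hits start at about 50%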
ERp5 block – inhibitors of ERp5-driven insulin aggregation, primary screen, biochemical, turbidity, absorbance 650 nm, single point | Protein disulfide-isomerase A6 (Homo sapiens), Q15084 | 90 min | inhibition, % at 9.99 µM | 0.05% of 350,000 active;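 active means mean replicate inhibition above about 25%, with every replicate also reaching it, limit read from the data, passing the limit was not always enough; inconclusive means only one of those two criteria met; inactive means neither criterion met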
Target sequence (Q15084 whole entry, looked up): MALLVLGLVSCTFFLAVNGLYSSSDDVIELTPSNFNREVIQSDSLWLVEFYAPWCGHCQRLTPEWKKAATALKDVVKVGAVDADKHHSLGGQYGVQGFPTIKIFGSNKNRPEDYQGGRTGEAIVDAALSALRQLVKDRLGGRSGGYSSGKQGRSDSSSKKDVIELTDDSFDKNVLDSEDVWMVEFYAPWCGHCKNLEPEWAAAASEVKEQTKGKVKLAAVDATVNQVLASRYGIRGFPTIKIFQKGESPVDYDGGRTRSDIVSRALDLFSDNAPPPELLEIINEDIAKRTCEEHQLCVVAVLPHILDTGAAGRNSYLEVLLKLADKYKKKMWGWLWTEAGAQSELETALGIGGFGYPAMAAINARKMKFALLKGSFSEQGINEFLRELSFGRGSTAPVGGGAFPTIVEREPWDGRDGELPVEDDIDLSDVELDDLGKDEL
esBAF inh – Bmi1 luciferase reporter increase in mESCs, primary screen, esBAF inhibitor project, mouse ES cells, Bmi1 luciferase knock-in, single point; 24 h; 100% = twice the neutral-well signal; reporter increase, % at 12.5 µM; 2% of 350,000 active; AID 602393, 2012; in the data active means activation above about 40%; inconclusive means no clear call, values can overlap the other calls;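 further: 0% = median of the plate's neutral control wells and 100% = double that signal; a rise in the Bmi1 reporter signal indicates esBAF inhibition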
E-selectin induc – E-selectin induction in HUVECs, primary screen, imaging, HUVEC, immunofluorescence imaging, single point; P16581; normalized: neutral wells 0, TNF-alpha wells 100; activation, % at 7.58 µM; 0.37% of 260,000 active; AID 686992, 2013;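 active means mean E-selectin-positive cell signal at least 10% of the positive control, reached in at least 60% of replicates, without over 20% cell loss; inconclusive means no rule given, readout overlaps actives, possibly toxicity-flagged; inactive means the rest, including those meeting only one limit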;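 further: in these data hits start at about 27%; measured in HUVEC primary endothelial cells; signal is the percent of cells scored E-selectin positive by PE staining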
Target sequence (P16581 whole entry, looked up): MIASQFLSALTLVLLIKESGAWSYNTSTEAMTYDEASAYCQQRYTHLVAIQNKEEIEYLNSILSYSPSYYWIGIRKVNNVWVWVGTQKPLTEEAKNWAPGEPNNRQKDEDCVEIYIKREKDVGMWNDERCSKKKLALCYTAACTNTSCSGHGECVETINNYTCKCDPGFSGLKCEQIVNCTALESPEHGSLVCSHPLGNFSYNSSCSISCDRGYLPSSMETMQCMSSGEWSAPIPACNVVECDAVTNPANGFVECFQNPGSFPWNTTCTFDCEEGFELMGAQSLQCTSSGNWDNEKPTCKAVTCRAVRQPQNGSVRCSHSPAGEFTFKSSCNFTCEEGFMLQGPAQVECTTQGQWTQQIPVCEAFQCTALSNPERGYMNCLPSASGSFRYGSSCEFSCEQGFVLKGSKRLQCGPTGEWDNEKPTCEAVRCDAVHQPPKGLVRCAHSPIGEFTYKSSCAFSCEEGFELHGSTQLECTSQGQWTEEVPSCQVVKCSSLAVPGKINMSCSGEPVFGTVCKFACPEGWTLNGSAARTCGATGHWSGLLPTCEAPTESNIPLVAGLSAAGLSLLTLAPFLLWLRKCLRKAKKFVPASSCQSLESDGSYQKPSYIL
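Assay system: HUVEC, human umbilical vein endothelial cells / Amount: 3,000 HUVEC/well / Controls: TNF-alpha positive control, DMSO neutral control / Compound dosing: single concentration / Medium: EGM-2 over gelatin coat / Evaluation: percent E-selectin-positive cells / Signal: immunofluorescence imaging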
RAD52 inh – RAD52 DNA annealing inhibitors, primary screen, biochemical, FRET, single point, set 2 | recombinant RAD52 DNA annealing, FRET fluorescence | AID 651710, 2012 | 0.46% of 360,000 active | inhibition, % at 18.7 µM;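 active means every replicate showing at least 50% inhibition; inconclusive means mean inhibition at least 50% but not in every replicate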
XiGFP reactiv – activators of inactive X chromosome reactivation, primary screen, imaging, XiGFP fibroblasts, GFP high-content imaging, set 2; 0.055% of 360,000 active; XiGFP mouse fibroblasts, % GFP-positive cells imaging, 3 d; cells co-treated with 5-aza-dC sensitizer; scaled so ellipticine positive control = 100%; activation, % at 7.58 µM;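 active means mean normalized replicate activation at least 10% and every replicate at or above 10%; inconclusive means only one of the two criteria met; inactive means mean below 10% and not all replicates reach 10%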;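 further: 0% = median of on-plate neutral control wells and 100% = ellipticine 6 µM median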
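Material: SV40-immortalized XiGFP fibroblast cells, line 68-5-11 | Buffer or medium: DMEM containing 5-aza-dC | Dosing: One concentration, pinned | Times: 3 d treatment, 15 min room-temperature fixation | Controls: Ellipticine 6 µM positive control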
ERAP1 HTS inh – human ERAP1 aminopeptidase inhibitors, primary screen, biochemical, single point, plate reader; 0.15% of 340,000 active; inhibition, % at 10.7 µM; recombinant ERAP1, Leu-AMC fluorescence, 60 min;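 active means mean replicate inhibition of at least 30%, or all replicates individually reaching that 30% level; inactive means mean below 30% and not every replicate reaching it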;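 further: 0% = neutral control wells and 100% = L-leucinethiol positive control wells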
An asterisk follows results filed as active; ? = inconclusive; . = not tested or not shown; & = joins results of further samples.

SMILES	S100A4 inh HTS	RAD54 inh	ERp5 block	esBAF inh	E-selectin induc	RAD52 inh	XiGFP reactiv	ERAP1 HTS inh
Nc1nonc1-n1nnc(C(=O)N/N=C/c2ccc(OCc3cccc(Cl)c3)cc2)c1CN1CCCCC1	-7	.	3	.	.	-16	0.1	-4
O=C(O)c1ccc(-n2nc(C(F)(F)F)c3c2CCCC3)cc1	-2	-5	1	-4	0.8	-28	0.3	-2
C[C@@H]1CCCCO[C@@H](CN(C)C(=O)c2ccccc2)[C@H](C)CN([C@@H](C)CO)C(=O)c2cc(NS(C)(=O)=O)ccc2O1	-4	4	-1	5	0.0	-5	-1.2	-1
COc1cccc(S(=O)(=O)N[C@@H]2CC[C@@H](CC(=O)NCc3ccc(Cl)cc3)O[C@H]2CO)c1	-5	-15	-3	-2	-0.4	-8	-0.1	1
Cc1ccc2nc(SCC(=O)NCc3ccc(F)cc3)[nH]c2c1	3	-1	2	8	0.7	-7	-0.1	0
CNC[C@@H]1Oc2c(NS(=O)(=O)c3ccccc3)cccc2C(=O)N([C@@H](C)CO)C[C@H]1C	9	14	-4	5	-0.1	-5	-0.1	4
O=C(NCC1CCN(C(=O)c2cccc([N+](=O)[O-])c2)CC1)c1cccc([N+](=O)[O-])c1	-20	-10	-6	5	0.3	-10	0.2	-4
CCN1C(=O)c2ccccc2S(=O)(=O)c2ccc(C(=O)NCCOC)cc21	0	-7	-2	20	-0.2	-17	-0.1	-2
C[C@@H]1CN([C@H](C)CO)C(=O)c2cc(C#CCN(C)C)cnc2O[C@H]1CN(C)C(=O)NC1CCCC1	-5	3	-1	-4	-3.0	-5	-0.2	-2
O=c1c2ccccc2oc2nc(-c3ccco3)n(-c3ccccc3)c(=O)c12	-4	8	4	.	.	-5	0.2	-1
Cn1ccc2c(-c3ccc(C(F)(F)F)cc3)cc3c(c21)C1CCC3O1 (stereo unspecified)	-6	-6	10	-7	-1.1	-14	0.0	.
C/C(Cc1ccccc1)=N\NC(=O)CNC(=O)c1cccc(Cl)c1	13	.	.	.	.	-4	0.1	0
Cc1csc(NC(=O)c2cc([N+](=O)[O-])cc([N+](=O)[O-])c2)n1	-1	.	-4	.	.	5	-0.2	0
COC(=O)N/N=C(\C)c1cccs1	0	.	3	.	0.1	-10	0.0	.
C[C@@H]1C[C@@H]2O[C@H]2/C=C\C=C\C(=O)Cc2c(Cl)c(O)cc(O)c2C(=O)O1	5	-2	0	-49	.	-5	.	4
O=c1c(-c2ccccc2Cl)c[nH]n1-c1ccccc1	-2	3	3	6	.	0	0.2	3
O=C(C[C@H]1C[C@@H]2c3cc(NC(=O)c4ccc5c(c4)OCO5)ccc3O[C@@H]2[C@@H](CO)O1)NCC(F)(F)F	1	7	2	-1	0.9	7	0.1	-1
COc1ccc(S(=O)(=O)NCc2ccncc2)cc1NC(=O)c1ccccc1	6	.	10	1	.	-18	0.2	-6
CC(C)c1nnc(SCC(=O)NC2CCCCC2)n1C	16	-5	0	-1	24	-10	0.2	-3
Cc1nc2c(Cl)cccc2c2c1CC(CBr)O2 (stereo unspecified)	41	2	2	-5	.	-11	0.3	-2
COc1cc(C(=O)OCCNC(=O)c2ccccc2)cc(OC)c1OC	18	-3	-3	-5	.	-11	0.0	7
CCOC(=O)[C@H]1[C@@H]2C(=O)N3CCC[C@H]3[C@H](O[Si](C(C)C)(C(C)C)C(C)C)[C@H]2C=C2CCN(S(=O)(=O)c3ccc(C)cc3)C[C@H]21	-59	.	-1	.	.	-19	.	2
C[C@@H]1CN([C@@H](C)CO)C(=O)Cc2cc(N(C)C)ccc2O[C@H]1CN(C)C(=O)Nc1cccc2ccccc12	6	10	-2	0	3.7	4	0.4	2
Cc1ccc2nc(SCC(=O)NCCc3ccccc3)nc(=O)n2c1	9	3	-7	-9	-0.1	-2	0.2	0

Part of the list above, with bars between the fields.
Compound | S100A4 inh HTS | RAD54 inh | ERp5 block | esBAF inh | E-selectin induc | RAD52 inh | XiGFP reactiv | ERAP1 HTS inh
Cc1ccc2nc(SCC(=O)NCc3ccc(F)cc3)[nH]c2c1 | 3 | -1 | 2 | 8 | 0.7 | -7 | -0.1 | 0
CNC[C@@H]1Oc2c(NS(=O)(=O)c3ccccc3)cccc2C(=O)N([C@@H](C)CO)C[C@H]1C | 9 | 14 | -4 | 5 | -0.1 | -5 | -0.1 | 4
O=C(NCC1CCN(C(=O)c2cccc([N+](=O)[O-])c2)CC1)c1cccc([N+](=O)[O-])c1 | -20 | -10 | -6 | 5 | 0.3 | -10 | 0.2 | -4

(more compounds)
SMILES	S100A4 inh HTS	RAD54 inh	ERp5 block	esBAF inh	E-selectin induc	RAD52 inh	XiGFP reactiv	ERAP1 HTS inh
COc1ccc(-n2c(=S)[nH]c(=O)c3cccnc32)cc1	-8	8	7	-2	-0.1	-16	0.0	-3
CSCCC(NC(=O)COc1ccccc1)C(=O)N(C)Cc1ccc(SC)cc1 (stereo unspecified)	-3	7	-1	-4	1.2	-8	0.1	-1
CN1CC(C(=O)Nc2ccc(F)c(Cl)c2)CC1=O (stereo unspecified)	-9	-10	-2	1	-0.1	0	0.0	-4
CS(=O)(=O)Nc1ccc(C(=O)N2CC(=O)Nc3ccccc32)cc1	-1	8	2	1	0.0	-12	0.3	0
NS(=O)(=O)c1ccc(NC(=O)N2c3ccccc3Sc3ccccc32)cc1	1	.	?	-5	.	-12	.	-1
Cc1ccc(C(=O)N/C(=C/c2cccnc2)C(=O)N2CCCCCC2)cc1	-2	-9	-2	.	-0.1	4	-0.1	-6
C[C@H]1CN([C@@H](C)CO)C(=O)c2cc(NS(=O)(=O)c3cn(C)cn3)ccc2O[C@H]1CN(C)C(=O)Nc1ccc2c(c1)OCO2	-2	2	5	-5	6.4	-27	0.5	1
COc1ccc2c(c1)CC1c3c(cc4c(c3-2)OCO4)CC[N+]1(C)[O-] (stereo unspecified)	5	61*	0	-5	-0.1	82*	0.0	-3
O=C(NCCn1cc(SCc2ccc(F)cc2)c2ccccc21)c1c(F)cccc1F	-4	6	1	11	-1.5	-7	-0.1	1
COc1ccc(C(=O)NCc2csc(C)n2)cc1OC1CCN(C(C)=O)CC1	1	4	-7	-4	.	-7	0.3	4
CCn1c(COc2cccc3cccnc23)nnc1SC(F)F	-2	.	0	.	.	2	0.0	6
O=C(CCSc1ccc(Cl)cc1)NCc1ccncc1	1	.	-3	.	0.1	-13	-0.2	-2
COCC(=O)Nc1ccc2c(c1)OC[C@H](C)N(Cc1cccnc1)C[C@H](C)[C@H](OC)CN(C)C2=O	-4	2	-3	-2	0.0	6	0.2	-2
Oc1ccccc1-c1cc(-c2ccccc2Cl)[nH]n1	9	5	-3	6	.	-3	.	1
CC(C)[C@H](NC(=O)[C@@H]1CSC2c3ccccc3C(=O)N21)C(=O)NCc1ccco1 (stereo partly specified)	-12	-10	2	6	.	-16	0.1	-6
CCC(C)NC(=O)C1CCN(S(=O)(=O)CC)CC1 (stereo unspecified)	-5	6	-7	2	.	7	.	6
O=C(NCCCCNC(=O)c1ccc(F)cc1)c1ccc(F)cc1	-7	-4	5	1	.	-5	0.3	1
CN(C)CCN[C@H]1CCC2C3CC=C4C[C@@H](O)CC[C@]4(C)C3CC[C@@]21C (stereo partly specified)	2	28	-3	-6	-0.3	46	0.0	0
O=C(NN=Cc1ccccc1O)NN=Cc1ccccc1O	0	0	3	.	6.8	-8	-0.1	0
O=C1C=C(c2ccc(Oc3ccccc3)cc2)C[C@@H](c2ccc(F)cc2)C1	2	1	3	-1	-0.1	-36	-0.1	.
CCOc1ncccc1C(=O)OCC(=O)NCCCc1ccccc1	-2	-6	15	-3	0.1	-2	0.0	-3
Cc1cccc(N(C(=O)c2snc(C(N)=O)c2N)C(C(=O)NCC2CCCO2)c2c[nH]c3ccccc23)c1 (stereo unspecified)	11	-4	8	4	0.2	-2	0.4	6
CCOc1cc(/C=N/NC(=O)c2cc(-c3cccc(OC)c3)nc3ccccc23)ccc1O	-2	8	5	.	0.1	-14	0.4	0
COC(=O)C[C@@H]1CC[C@@H](NC(=O)NC2CCCC2)[C@@H](CO)O1	-4	.	-4	.	-0.3	-10	0.0	.
CCCNC(=O)C[C@H]1CC[C@H]2[C@@H](COC[C@@H](O)CN2CC2CCCCC2)O1	14	-2	-2	-2	0.0	-6	1.2	-1
O=C(NC(=S)Nc1ccccc1N1CCOCC1)c1ccc(Br)cc1	4	-4	-2	.	-0.7	-11	-0.1	3
O=C(Cc1cccc([N+](=O)[O-])c1)Nc1ccc(C(=O)N2CCOCC2)cc1	10	-5	3	-6	0.1	-7	0.0	0
C[C@H]1CN([C@@H](C)CO)C(=O)CCCn2nncc2CO[C@@H]1CN(C)S(=O)(=O)c1ccc(Oc2ccccc2)nc1	-7&-1	0&-6	5&3	-2&5	0.1&-0.2	-8&-10	0.0&0.3	16&-1
O=C(CSc1ncnc2c1oc1ccccc12)Nc1nc2ccccc2s1	-2	-3	0	-1	1.9	-47	-0.1	.
CCCc1nnc(NC(=O)CCC(=O)N2CCN(C3c4ccccc4-c4ccccc43)CC2)s1	3	-5	0	-4	-0.1	-12	0.0	-1
COc1ccc(-c2ccc([C@H]3[C@H]4CN(C(=O)c5ccc(F)cc5)CCCCN4[C@H]3CO)cc2)cc1	-9	-6	3	.	-0.3	-3	0.1	4
CC(C)[C@H](NC(=O)c1ccccc1F)C(=O)Nc1ccc2c(c1)OCO2	0	0	3	3	.	-14	-0.5	0
COc1ccc(C(=O)N/C(=C\c2ccccc2)C(=O)NC(CC(C)C)C(=O)O)cc1 (stereo unspecified)	-9	.	4	.	1.1	7	0.0	6
CCCCc1ccc(NC(=O)NCc2ccccn2)cc1	-5	-2	-1	2	.	-22	0.2	-1
O=C1NC[C@@H](CCCCN2C[C@H](Cc3ccccc3)N(CCc3ccc(O)cc3)C(=O)C2=O)N(CCc2ccccc2)C1=O	3	.	-5	.	1.0	-6	0.1	-3
COc1ccc(C(CNC(=O)c2cccc(S(=O)(=O)N3CCOCC3)c2)N2CCOCC2)cc1 (stereo unspecified)	-2	-12	3	3	-0.1	-6	-0.1	0
C[C@@H]1CN([C@H](C)CO)C(=O)c2cccc(NC(=O)C3CCCCC3)c2O[C@H]1CN(C)CC1CC1	7	-2	0	-2	-0.2	1	0.0	-2
CC(=O)N(C)C[C@H]1Oc2ncc(-c3cncnc3)cc2C(=O)N([C@@H](C)CO)C[C@@H]1C	10	2	-6	-2	-0.3	6	-0.5	0
CCOc1ccc(/C=N/NC(=O)c2nnn(-c3nonc3N)c2COc2ccc(F)cc2)cc1	-2	.	-2	.	0.0	-18	0.0	-1
Cc1c(NC(=O)CSc2nnnn2-c2ccc(C(=O)O)cc2)c(=O)n(-c2ccccc2)n1C	0	.	0	-5	-0.2	0	0.0	-4
